From PubChem
INS-1E GSIS act – primary screen for activators of insulin secretion dependent on glucose, INS-1E cells, GLuc reporter luminescence | activation, % at 16.6 µM | INS-1E GLuc reporter insulin secretion, 2-3 h | AID 743287 | 0.61% of 370,000 active;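 active = lowest replicate activation of at least 40%, so every replicate reaches that level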;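 also: 0% = median of neutral control wells and 100% = median of IBMX positive control wells; some compounds called inactive have numbers as strong as hits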
PGC1a acetyl inh – PGC1a acetylation modulation, inhibitor mode; U2OS PGC1a acetylation, AlphaScreen anti-acetyl-lysine; with virally co-expressed GCN5 acetyltransferase; inhibition, % at 15.6 µM; 0.17% of 350,000 active; AID 651687;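 active = every replicate shows inhibition of at least 40%; inconclusive = mean inhibition at least 40% but some replicate below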;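 also: 0% = neutral control wells and 100% = positive control wells; some results beyond the cut were filed as inactive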
Cneo AK release – Cryptococcus neoformans lysis via adenylate kinase release; C. neoformans lysis, adenylate kinase release luminescence, 4 h; normalised: neutral wells 0, clomiphene wells 100; lysis activity, % at 15 µM; 0.2% of 360,000 active;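 active = mean lysis activity across replicates of at least 80%, whatever share of replicates individually reach that level; inactive = mean lysis activity below 80%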
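Test system: log-phase Cryptococcus neoformans yeast cells; Quantity: yeast cell density of 5 × 10^6 cells/mL; Buffer or medium: YPD; Doses: single compound concentration per well; Timing: 4 h at 37 °C static, read 1 h later; Measured by: AK luminescence; Read-out basis: lysis from increased AK signal; Control set: Clomiphene as positive control.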
LGR2 inh – inhibitors of bursicon-induced Drosophila LGR2 receptor cAMP signaling | HEK293 LGR2, CRE-luciferase, bursicon-stimulated, 4 h | 0.35% of 380,000 active | inhibition, % at 9.99 µM | AID 720647;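 active = drop in luminescence signal, shown as inhibition above about 50% in the replicate tests, limit read from the data, passing the limit was not always enough; inconclusive = probably only some replicates passing the limit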;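 also: agonist challenge used bursicon conditioned medium at about half maximal strength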
C2C12 statin – protects C2C12 myotubes from simvastatin toxicity | 0.78% of 330,000 active | AID 602340 | ATP luminescence, 48 h; scaled: DMSO 0, geranylgeraniol control 100 | rescue of ATP level, % at 7.49 µM;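 active = mean ATP rescue above about 67%, or every replicate alone reaching that limit, limit read from the data, passing the limit was not always enough; inconclusive = no clear call, values can overlap the other calls; inactive = mean under the limit and some replicate under it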;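 also: myotubes were challenged with 10 µM simvastatin during compound exposure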
PglD inh – inhibitors of Campylobacter jejuni PglD acetyltransferase; purified PglD enzyme, DTNB colorimetric CoA detection; inhibition, % at 12.5 µM; 0.098% of 360,000 active; in the data active = inhibition above about 16%, passing the limit was not always enough; inconclusive = no clear call, values can overlap the other calls; also: strong numbers were not always called active
PAX8 inh HTS – inhibitors of PAX8 transcriptional activity in RMG-I cells | inhibition, % at 12.6 µM | 1.2% of 360,000 active | AID 652154 | RMG-I TPO-luciferase reporter, SteadyGlo, 24 h;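 active = mean replicate inhibition at least 60% with every replicate also reaching 60%; inconclusive = only one of the two criteria is met; inactive = mean below 60% and not all replicates reaching 60%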;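 also: luciferase light reporting Pax8 driven TPO promoter activity; plate controls were median of neutral control wells for no effect and mitoxantrone controls for full effect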
ARNT TACC3 PPI – disruptors of human ARNT/TACC3 interaction. Q9Y6A5. AlphaScreen His-ARNT PAS-B/GST-TACC3 binding, luminescence; TACC3 fragment carries E629A point mutation. inhibition, % at 9.99 µM. 0.66% of 390,000 active. AID 623870;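 active = mean inhibition of replicates at least 50% and at least half of replicates each reaching 50%; inconclusive = half or more replicates reach 50% but mean below 50%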;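 also: 0% = complete ARNT plus TACC3 wells and 100% = ARNT alone without TACC3; many hits fall short of the cut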
* hit, by the source's call; ? = inconclusive; · = not tested or not shown.

nr	compound	INS-1E GSIS act	PGC1a acetyl inh	Cneo AK release	LGR2 inh	C2C12 statin	PglD inh	PAX8 inh HTS	ARNT TACC3 PPI
1	S=C(Nc1ccccc1Cl)NC1CCC(NC(=S)Nc2ccccc2Cl)CC1 (stereo not given)	-18	6	·	5	·	·	24	-8
2	CCOC(=O)C1=C[C@@H](C(C)C)N(S(=O)(=O)c2ccc(C)cc2)[C@H]1c1ccc(C(F)(F)F)cc1	-8	-131	6	4	9	1	15	·
3	O=C1CC2CCCC(C1)S2=O (stereo not given)	33	·	1	5	3	1	-4	·
4	C#CCN(C[C@@H]1[C@@H](OC(=O)NC2CCCC2)[C@@H](OC(=O)NC2CCCC2)Cn2c(=O)ccc(=O)n21)S(=O)(=O)c1ccc(C)cc1	-35	-111	4	66*	-9	12	96*	·
5	COc1ccc(NC(=O)COC(=O)c2ccc(NS(=O)(=O)/C=C/c3ccccc3)cc2)cc1	-20	·	·	-8	·	·	-16	-4
6	O=C(C1CCC1)N1C[C@@H]2[C@H](c3ccccc31)[C@@H](CO)N2S(=O)(=O)c1ccccc1	7	3	47	1	12	1	4	-7
7	O=C(CN1CCN(c2ccccc2)CC1)Nc1ccccc1C(=O)NCCc1ccccc1	6	-26	10	-26	-11	-1	-60	·
8	Cc1ccc(OCC(=O)N2CCCCC2)c(Br)c1	13	-1	1	-40	-32	1	·	·

Sorted by number of heavy atoms (ascending): part of the list above
nr	compound	INS-1E GSIS act	PGC1a acetyl inh	Cneo AK release	LGR2 inh	C2C12 statin	PglD inh	PAX8 inh HTS	ARNT TACC3 PPI
3	O=C1CC2CCCC(C1)S2=O (stereo not given)	33	·	1	5	3	1	-4	·
7	O=C(CN1CCN(c2ccccc2)CC1)Nc1ccccc1C(=O)NCCc1ccccc1	6	-26	10	-26	-11	-1	-60	·
4	C#CCN(C[C@@H]1[C@@H](OC(=O)NC2CCCC2)[C@@H](OC(=O)NC2CCCC2)Cn2c(=O)ccc(=O)n21)S(=O)(=O)c1ccc(C)cc1	-35	-111	4	66*	-9	12	96*	·

The list continues:
nr	compound	INS-1E GSIS act	PGC1a acetyl inh	Cneo AK release	LGR2 inh	C2C12 statin	PglD inh	PAX8 inh HTS	ARNT TACC3 PPI
9	O=C(COc1c(Br)cc(Br)c2cccnc12)N1CCc2ccccc2C1	-6	30	0	-8	35	-3	·	-3
10	O=C(C[C@H]1CC[C@H]2[C@@H](COC[C@H](O)CN2C(=O)c2cnccn2)O1)NCc1ccccc1	9	1	7	-33	1	2	-29	-5
11	CCOc1cc(N2CCOCC2)c(OCC)cc1NC(=O)CN1CCCC1	6	·	·	?	·	·	23	1
12	Cc1ccc(S(=O)(=O)Nc2ccc3c(c2)C(=O)N([C@@H](C)CO)C[C@@H](C)[C@@H](CN(C)C(=O)CCCN(C)C)OCCCC[C@@H](C)O3)cc1	10	-6	-1	17	·	-6	2	-3
13	O=C(CC1C[C@H](C(=O)N2CCOCC2)[C@@]2(CCC3CCCC3)c3[nH]c4ccccc4c3CCN2C1=O)NCC12CC3CC(CC(C3)C1)C2 (stereo not given in full)	-2	-11	-6	20	8	1	-13	-2
14	Cc1cc(C(=O)Nc2ccc(OCc3ccccc3)cc2)c(C)o1	-12	6	-3	-36	-27	·	-72	0
15	Cc1ccc2c(Cl)cc(Cl)c(OCC(=O)O)c2n1	-8	-2	2	7	1	0	16	-5
16	CCN(C(=O)COC(=O)c1cc(-c2ccccc2)nc2c1c(C)nn2-c1ccccc1)C1CCS(=O)(=O)C1 (stereo not given)	25	·	·	-3	·	·	4	4
17	CC(Oc1ncnc2ccccc12)C(=O)Nc1cccc(S(=O)(=O)N2CCOCC2)c1 (stereo not given)	23	1	0	0	·	-4	34	-3
18	CC(C)NC(=O)C1(C)CCN1C(=O)c1c(F)cccc1F (stereo not given)	-1	-7	1	6	9	0	·	·
19	CC(C)CC#Cc1ccc2c(c1)O[C@H](CN(C)CC1CCOCC1)[C@@H](C)CN([C@H](C)CO)S2(=O)=O	2	17	2	19	-38	-1	·	1
20	CC(=O)N1CCN(c2nc(CC(C)C)c3c(c2C#N)CCC3)CC1	·	1	6	·	·	8	·	2
21	CCCN(CC(=O)Nc1ccccc1C)C(=O)CCN1C(=O)c2cccc([N+](=O)[O-])c2C1=O	11	·	0	11	-9	-6	-9	-10
22	CCc1cc(=O)n2[nH]c(C)c(-c3ccccc3OC)c2n1	6	·	-6	13	-1	-3	2	-4
23	CC(=O)Nc1ccc(N(C(=O)Cc2c[nH]c3ccccc23)C(C(=O)NC2CCCCC2)c2ccco2)cc1 (stereo not given)	-21	9	2	-10	·	-1	32	0
24	O=C(O)c1ccc(CS(=O)c2cccc(C(F)(F)F)c2)o1 (stereo not given)	·	13	-1	·	-6	-12	·	-13
25	COc1ccc(NC(=S)Nc2cccc3cnccc23)cc1	-6	10	1	-29	4	-1	6	15*
26	COc1ccc(S(=O)(=O)N[C@H]2CC[C@H](CCNC(=O)CN3CCOCC3)O[C@H]2CO)cc1	3	-3	4	20	4	1	-14	-7
27	CCCSc1nnc(NC(=O)Cc2ccc(OC)c(OC)c2)s1	17	7	·	-5	·	·	-22	3
28	COc1cccc(CNC(=O)CCNC(=O)c2ccc(Br)o2)c1	-8	4	1	2	8	2	-17	0
29	O=C(CCC(=O)Nc1cccnc1)Nc1cccnc1	15	-7	·	2	·	·	10	-2
30	CNC[C@@H]1Oc2cc(C#Cc3ccccc3)ccc2S(=O)(=O)N([C@H](C)CO)C[C@H]1C	2	-5	-2	-27	-24	-2	·	12
31	COc1ccccc1N(C)S(=O)(=O)c1ccc(C(=O)NC2CCCCCC2)cc1	-34	4	3	-4	·	-2	10	-3
32	C=CCN([C@H](C(=O)OC)C(C)C)S(=O)(=O)CCNCc1ccccc1	-27	0	4	-1	11	5	5	-2
33	CCOc1cc(/C=C(\CC(=O)O)c2nc3ccccc3s2)ccc1OCC(=O)Nc1cccc(C(F)(F)F)c1	-32	·	1	-1	6	·	-5	1
34	CC(C)NC(=O)N(C)C[C@@H]1Oc2c(NC(=O)C3CCOCC3)cccc2C(=O)N([C@H](C)CO)C[C@H]1C	15	-3	-2	-8	-7	3	11	-15
35	COc1ccc(/C=N/NC(=O)Cc2csc(Nc3cccc(C(F)(F)F)c3)n2)c(OC)c1	-34	4	10	6	·	-2	·	0
36	C[C@H]1CN([C@@H](C)CO)C(=O)c2c(c3ccccc3n2C)-c2ccccc2CO[C@@H]1CN(C)S(=O)(=O)c1ccc(C(F)(F)F)cc1	-10	-1	·	6	·	·	98	·
37	CN(CCc1ccccc1)C(=O)c1cccc(NC(=O)Cc2cccc(NC(=O)C3CCCN(C(=O)c4ccccc4)C3)c2)c1 (stereo not given)	-8	-17	0	-9	8	0	13	-1
38	Cn1cnc2c1c(=O)n(Cc1cccc(F)c1)c(=O)n2C	34	5	4	-2	27	5	32	-2
39	COc1cccc(/C=N/Nc2nc3ccccc3[nH]2)c1O	-12	14	-3	-41	2	-4	9	58*
40	C=CC(COCc1ccccc1)N([C@@H](Cc1ccccc1)C(=O)OC)S(=O)(=O)c1ccccc1Br (stereo not given in full)	6	·	-2	2	-5	-1	-13	-1
41	CN(C)C(=O)c1ccc(-c2ccc([C@@H]3[C@H]4CN(C(=O)C5CCC5)CCCCN4[C@H]3CO)cc2)cc1	·	-5	-1	·	·	4	-2	-3
42	CC(C)c1ccc(NC(=O)NCc2ccccn2)cc1	2	·	0	-5	-13	-2	-57	5
43	Cc1cccc(NC(=O)C2(c3cccs3)CCOCC2)c1	6	·	3	14	·	-3	8	1
44	Cc1cc(OCC(=O)OC(C)C(=O)Nc2ccc(N3CCOCC3)cc2)ccc1Cl (stereo not given)	-6	5	·	4	4	·	-33	·
45	COc1ccc(C(CNC(=O)c2cccc(S(=O)(=O)Nc3ccc(F)cc3)c2)N(C)C)cc1 (stereo not given)	-28	5	4	10	-14	1	10	3
46	COc1ccc(OC)c(-n2nnnc2SCC(=O)NCCc2ccccc2)c1	·	2	3	·	15	5	·	5
47	O=C(Cc1c[nH]c2ccccc12)Nc1nccs1	·	-7	-5	·	11	-6	·	6
48	CCOC(=O)c1nnc2ccnn2c1N	3	2	-2	2	7	3	·	-5
49	COC(=O)c1cc(NS(=O)(=O)c2ccc(OC)c(OC)c2)ccc1Cl	-12	·	0	·	·	3	·	27
50	COc1ccc(CNC(=O)COC(=O)[C@@H]2CCCN2C(=O)c2cccs2)cc1	-15	-4	4	-6	9	2	2	5
51	Cc1cc(C)n2nc(C(=O)N(C)C(c3ccccc3)c3ccccc3)nc2n1	-2	3	22	-2	6	3	27	-6
52	O=C(CN1CCOCC1)N1c2ccccc2Sc2ccc(Cl)cc21	18	·	1	8	4	0	18	·
53	Cc1cccc(OCc2nc(C#N)c(NCc3ccc4c(c3)OCO4)o2)c1	·	-13	1	·	·	-5	·	7
54	O=C(N[C@@H]1CC[C@@H](CCn2cc(C3CC3)nn2)O[C@H]1CO)c1cccnc1	8	-11	-3	0	4	-6	-1	-17
55	CCN1C(=O)c2ccccc2Sc2ccc(C(=O)NCCCN3CCCCC3)cc21	-6	-3	-4	4	-12	6	-3	4
56	Cc1cc(C)c(S(=O)(=O)NCc2ccc3c(c2)OCO3)c(C)c1	12	-5	-1	9	-4	-1	-2	-1
57	COCC(=O)Nc1ccc2c(c1)C(=O)N(C)C[C@H](OC)[C@H](C)CN(Cc1cccc(F)c1)[C@H](C)CO2	-3	-11	-1	-1	5	-1	4	-5
58	NC(=O)C1CCN(C(=O)CSc2nc3ccccc3[nH]2)CC1	5	8	0	-8	·	2	·	·
59	Cc1ccc(CSc2nnc(SCC(=O)N/N=C/c3ccc(C(=O)O)cc3)s2)cc1	-6	-2	-5	67*	-5	2	-14	-1
60	O=C(CCNC(=O)c1ccc(Br)cc1)Nc1cccc(S(=O)(=O)N2CCCC2)c1	-19	-13	0	-9	7	2	25	4
61	COc1ccc(OC)c(CNC(=O)C2CCC(=O)N(CCCN3CCCC3=O)C2)c1 (stereo not given)	1	4	-11	-17	·	-5	-4	·
62	CCCCCC(=O)Nc1cc(S(=O)(=O)N2CCOCC2)ccc1N1CCN(C)CC1	10	·	1	-7	4	-4	-16	-7
63	C[C@@H]1CN([C@H](C)CO)C(=O)c2cc(-c3ccccc3F)cnc2O[C@@H]1CN(C)C(=O)C1CCC1	11	-2	1	8	25	5	·	13
